MCL1-BIM inh: disrupts human MCL1 binding to BIM-BH3 peptide; Q07820; GST-MCL1 / FITC-Bim-BH3 fluorescence polarization; inhibition, % at 10.9 µM; 0.68% of 320,000 active; AID 2057;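 active = inhibition above the mean inhibition of all tested compounds plus 3 SD, set per campaign, cut at about 40% in these data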;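 note: 0% = DMSO wells and 100% = unlabeled Bim-BH3 peptide control; higher means more loss of mP so more displacement of Bim peptide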
Bcl-xL primary: Bcl-xL (human) inhibition | Q07817 | GST-Bcl-xL / FITC-Bim BH3 peptide fluorescence polarization | inhibition, % at 10.9 µM | 0.7% of 320,000 active | AID 2129;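 active = inhibition above the mean of all tested compounds plus 3 SD, cutoff set per campaign, cut at about 30% in these data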;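 note: 0% = DMSO wells and 100% = unlabeled Bim-BH3 peptide competitor; inhibitors lower millipolarization by displacing the labeled peptide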
Target sequence (Q07817 whole entry, looked up): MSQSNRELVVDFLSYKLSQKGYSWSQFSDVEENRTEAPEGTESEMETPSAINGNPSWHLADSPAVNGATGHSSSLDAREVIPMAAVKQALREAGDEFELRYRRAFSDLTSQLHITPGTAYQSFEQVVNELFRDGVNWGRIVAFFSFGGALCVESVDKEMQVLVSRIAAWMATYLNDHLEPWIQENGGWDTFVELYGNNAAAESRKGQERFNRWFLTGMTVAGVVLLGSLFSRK
Fam108B inh: Fam108B inhibition, counter-screen for RBBP9 inhibitors | 0.33% of 300,000 active | inhibition, % at 9.51 µM | recombinant Fam108B, FP-Rh probe fluorescence polarization;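 active = inhibition above the screen mean inhibition plus 3 SD, computed separately per campaign, cut at about 18% in these data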;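 note: inhibitors lower polarization as less probe binds the enzyme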
Efflux pump mplx: antifungal efflux pump inhibition, Nile Red retention. S. cerevisiae Candida pump triplex. inhibition, % at 10 µM. 0.44% of 330,000 active. AID 485275;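 active = plate passing quality check with inhibition over a set limit, or well fluorescence over plate mean plus 4 SD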;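 note: Nile Red retained in pooled yeast measured as flow cytometry median fluorescence; 0% = buffer negative control and 100% = Enniatin B positive control; higher means more Nile Red kept so more efflux inhibition; some compounds called inactive have numbers as strong as hits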
EBNA-1 inhibitor: blocks EBNA-1 binding to DNA | EBNA-1 DNA binding, fluorescence polarization | AID 1950 | inhibition, % at 14.8 µM | 0.34% of 300,000 active; in the data active = inhibition above about 28%
Yeast superoxide: caloric restriction mimetics inhibiting age-related superoxide in yeast; S. cerevisiae aged cells, superoxide DHE fluorescence; hits give low values; 0.18% of 330,000 active; AID 2690; superoxide response (% of plate mean), % at 10 µM;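 active = superoxide response under a set limit, about three screen SD below normal, cut at about 65% in these data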;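 note: yeast aged for seven days with compound at 30 °C before DHE staining; 100% = average MFI of all compound-treated wells on the plate with controls excluded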
MEX-5 binding: C. elegans MEX-5 TCR-2 RNA binding activity | Q9XUB2 | MEX-5/FITC-TCR2 RNA binding, fluorescence polarization; hits give low values | activity score (negative = inhibition of binding), % at 10 µM | 0.38% of 300,000 active | AID 1832;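 active = inhibition past about -25% in most replicates, and total fluorescence under double the plate's negative control median, limit read from the data; inconclusive = replicates evenly split on the limit, or fluorescence at least double controls; inactive = too little inhibition in most replicates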;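 note: 0% = DMSO and -100% = 5 µM competing unlabeled TCR2 RNA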
ZTA DNA inh: blocks Epstein-Barr virus ZTA, an EBNA-1 counter-screen; P03206; ZTA-DNA binding, fluorescence polarization; inhibition, % at 11 µM; 0.15% of 320,000 active; AID 2234; in the data active = inhibition above about 33%
Target sequence (P03206 whole entry, looked up): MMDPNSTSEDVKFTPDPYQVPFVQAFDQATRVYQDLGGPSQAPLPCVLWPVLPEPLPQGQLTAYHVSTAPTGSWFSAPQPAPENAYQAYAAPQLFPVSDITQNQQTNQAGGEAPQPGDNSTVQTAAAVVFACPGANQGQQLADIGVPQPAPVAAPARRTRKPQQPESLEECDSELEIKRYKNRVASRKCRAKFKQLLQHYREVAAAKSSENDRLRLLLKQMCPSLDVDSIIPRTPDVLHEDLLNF
GLD-1 TGE inh: GLD-1-TGE RNA interaction inhibition (C. elegans). 0.44% of 320,000 active. inhibition, % at 5.96 µM. purified GLD-1 + fluorescein TGE RNA, fluorescence polarization. AID 2280. Q17339;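 active = percent inhibition above a per-plate cutoff, the plate mean of test compounds plus 3 SD, cut at about 30% in these data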;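 note: 0% = DMSO wells with GLD-1 and probe and 100% = wells lacking GLD-1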
Target sequence (Q17339 whole entry, looked up): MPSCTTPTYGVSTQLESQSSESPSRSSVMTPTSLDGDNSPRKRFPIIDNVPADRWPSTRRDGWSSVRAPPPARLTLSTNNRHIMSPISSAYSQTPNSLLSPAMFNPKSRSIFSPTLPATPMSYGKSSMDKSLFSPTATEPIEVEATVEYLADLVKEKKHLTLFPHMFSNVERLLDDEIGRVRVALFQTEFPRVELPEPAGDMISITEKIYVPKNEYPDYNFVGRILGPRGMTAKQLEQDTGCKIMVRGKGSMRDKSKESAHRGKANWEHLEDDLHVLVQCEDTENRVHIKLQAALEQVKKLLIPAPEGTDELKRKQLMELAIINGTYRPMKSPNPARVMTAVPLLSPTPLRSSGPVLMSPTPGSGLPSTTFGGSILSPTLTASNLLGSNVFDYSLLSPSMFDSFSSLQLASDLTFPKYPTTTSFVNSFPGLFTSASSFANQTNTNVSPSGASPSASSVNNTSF
Active calls of the source: *; ? = inconclusive; / = not tested or not shown.

Compound	MCL1-BIM inh	Bcl-xL primary	Fam108B inh	Efflux pump mplx	EBNA-1 inhibitor	Yeast superoxide	MEX-5 binding	ZTA DNA inh	GLD-1 TGE inh
Cc1nn(CCCC(=O)N2CCN(c3ccc(F)cc3)CC2)c(C)c1[N+](=O)[O-]	6	8	1	-0.1	9	81	2.6	12	3
Cc1ccc(-c2nc3ccccc3c(C(=O)NCc3cccs3)c2C)cc1	2	8	1	0.0	-15	103	3.4	4	4
Cc1cccc(NC(=S)N2CCN(c3ccccn3)CC2)c1	8	7	1	-0.1	-5	102	-0.8	-9	9
Cn1c(CN2CCOCC2)nnc1SCC(=O)Nc1cc(Cl)ccc1Cl	-2	0	-2	0.0	-1	126	2.0	9	-5
CCCc1cc(C(=O)N/N=C/c2ccc(CC)s2)c2ccccc2n1	4	5	1	0.1	-5	109	-1.8	-8	4
N#Cc1nc(-c2ccc(F)cc2)oc1NCc1ccco1	1	2	2	-0.1	8	90	/	2	8
CCOC(=O)c1cnn(C)c1NC(=O)c1ccc([N+](=O)[O-])cc1	-2	4	-2	-0.3	8	103	0.4	-8	-4
O=C(CN1C(=O)NC2(CCc3ccccc32)C1=O)NCCc1ccccc1 (stereo not drawn)	-5	2	/	0.1	/	93	/	-12	7

Going on with the list:
Compound	MCL1-BIM inh	Bcl-xL primary	Fam108B inh	Efflux pump mplx	EBNA-1 inhibitor	Yeast superoxide	MEX-5 binding	ZTA DNA inh	GLD-1 TGE inh
O=C(CS(=O)c1ccc(C(F)(F)F)cc1[N+](=O)[O-])Oc1ccccc1 (stereo not drawn)	6	3	3	0.0	13	108	-1.0	11	4
CCN(CC)S(=O)(=O)c1ccc(NC(=O)Cn2c(=O)oc3ccccc32)cc1	4	-2	-7	0.3	27	114	2.0	1	4
COc1ccc(C(=O)/C=C/c2cccs2)c(OC(=O)N2CCOCC2)c1	10	3	1	0.0	6	123	-6.9	5	6
NC(=O)C1CCN(C(=O)CN2CCc3ccccc32)CC1	10	7	-3	0.0	3	100	/	13	6
NC(=O)CC(NC(=O)Cc1cccc2ccccc12)c1ccc(NC2CCCCCCC2)c([N+](=O)[O-])c1 (stereo not drawn)	-21	-14	-4	0.2	0	104	0.3	1	-3
COc1ccc(NC(=O)C2CCCC2)cc1	11	5	4	0.1	-1	93	3.2	0	6
O=C1c2c(O)cccc2Cc2cccc(O)c21	36	31*	22*	0.2	31*	106	/	-18	21
COc1cc2c(cc1OC)C(c1cccs1)N(C(=O)c1ccc(S(=O)(=O)N(C)C)cc1)CC2 (stereo not drawn)	-10	-1	-3	0.0	9	101	-0.2	-14	2

New compounds follow
Compound	MCL1-BIM inh	Bcl-xL primary	Fam108B inh	Efflux pump mplx	EBNA-1 inhibitor	Yeast superoxide	MEX-5 binding	ZTA DNA inh	GLD-1 TGE inh
O=C(CCc1nc2ccccc2c(=O)[nH]1)NCCN1C(=O)S/C(=C\c2ccc(Cl)cc2Cl)C1=O	5	3	-2	-0.1	-5	99	-3.1	12	-2
Oc1ccc(-c2nnc(SCc3ccccc3)o2)cc1	5	0	-1	0.1	-6	103	-2.1	2	2
CCOC(=O)C1CCN(C(C(=O)Nc2ccc3c(c2)OCCO3)c2ccccc2)CC1 (stereo not drawn)	-6	-3	-4	0.3	-10	107	-1.8	6	-1
Cc1ccc(NC(=O)C2CCCN(c3ncnc4c3nc3n4CCCCC3)C2)nc1 (stereo not drawn)	1	8	1	0.3	-9	99	-1.7	4	-3
O=C1CC(N2CCOCC2)C(=O)N1c1cccc(Cl)c1 (stereo not drawn)	-1	4	-1	-0.1	5	100	-2.5	-3	0
COc1ccc(N2CCN(C(CNC(=O)C(=O)NCCCO)c3ccco3)CC2)cc1 (stereo not drawn)	1	2	-1	-0.1	9	101	-2.9	16	-1
CCN(CC(=O)Nc1cccc(S(=O)(=O)N2CCOCC2)c1)Cc1ccccc1	5	11	0	0.0	8	90	4.3	9	-5
COc1ccc(OC)c(NC(=O)C2CCN(C(=O)C3CC(=O)N(c4ccc(C)cc4)C3)CC2)c1 (stereo not drawn)	0	4	0	-0.2	-4	108	0.5	-18	6

Individual results from above:
Result for COc1ccc(NC(=O)C2CCCC2)cc1 under Yeast superoxide: 93
Result for O=C(CS(=O)c1ccc(C(F)(F)F)cc1[N+](=O)[O-])Oc1ccccc1 (stereo not drawn) under GLD-1 TGE inh: 4

Additional compounds follow:
Compound	MCL1-BIM inh	Bcl-xL primary	Fam108B inh	Efflux pump mplx	EBNA-1 inhibitor	Yeast superoxide	MEX-5 binding	ZTA DNA inh	GLD-1 TGE inh
CN1CCc2ccccc2C1C1CCNCC1 (stereo not drawn)	-3	1	-2	0.0	-6	104	3.4	-19	8
Cc1nn(CCc2nc(-c3ccco3)cs2)c2[nH]c(=O)cc(C(F)(F)F)c12	15	9	2	0.1	8	101	-1.3	-1	-4
C=CCOc1ccc2c(c1)c(S(=O)(=O)c1ccc(C)cc1)cn2COC	5	4	-2	-0.1	0	108	-1.3	-3	6
COc1ccc(OC)c(NC=C2C(=O)OC(C)(C)OC2=O)c1	4	5	-1	0.0	-19	104	-0.8	0	1
CCN(C(=O)COC(=O)c1cccnc1Nc1ccccc1F)C1CCS(=O)(=O)C1 (stereo not drawn)	-3	1	-1	-0.2	-5	89	0.1	-11	2
CN(c1ccccc1)S(=O)(=O)c1ccc(C(=O)NCC(c2ccco2)N2CCCCC2)cc1 (stereo not drawn)	8	7	/	-0.1	/	109	/	0	-3
Cc1ccc(NCCC(=O)c2cccc([N+](=O)[O-])c2)cc1	8	6	-1	-0.1	-2	92	-0.3	4	-1
CCOc1ccc(S(=O)(=O)N2CCOCC2)cc1NC(=O)Cc1c(F)cccc1Cl	-5	-3	1	0.0	13	102	-0.4	2	0

Later entries
Compound	MCL1-BIM inh	Bcl-xL primary	Fam108B inh	Efflux pump mplx	EBNA-1 inhibitor	Yeast superoxide	MEX-5 binding	ZTA DNA inh	GLD-1 TGE inh
Cc1ccc(C(C)C)c(OCCn2c(=O)oc3ccccc32)c1	6	5	2	-0.2	-5	88	-0.9	2	3
CC1CCN(S(=O)(=O)N2CCC(C(=O)NCCN3CCOCC3)CC2)CC1	0	0	3	0.0	9	95	0.7	8	5
CC1C=CCC2C(=O)N(c3cccc(C(=O)N4CCN(c5ccc(F)cc5)CC4)c3)C(=O)C12 (stereo not drawn)	-4	7	2	-0.2	11	97	/	-3	7
Cc1ccc(C)c(S(=O)(=O)C(C#N)c2nc3ccccc3nc2N2CC(C)OC(C)C2)c1 (stereo not drawn)	4	6	0	0.1	4	100	?	-5	3
COc1cc(C2C3=C(CCCC3=O)Nc3c2c(C)nn3-c2cccc(C)c2)cc(OC)c1O (stereo not drawn)	4	9	4	-0.2	5	110	0.8	-15	8
CCOc1ccc(C(=O)NCC(c2cccs2)N(C)C)cc1OCC (stereo not drawn)	1	-2	-6	0.1	0	99	-2.1	1	0
CN1C(=O)/C(=C2\SC(N3CCCCCC3)=NC2=O)c2ccccc21	4	6	0	-0.2	15	99	-7.5	-8	-4
CC1CCCCN1C(=O)CSc1nc(N)nc(N)n1 (stereo not drawn)	-1	-1	2	0.1	-3	101	-0.1	-2	7

(cont.)
Compound	MCL1-BIM inh	Bcl-xL primary	Fam108B inh	Efflux pump mplx	EBNA-1 inhibitor	Yeast superoxide	MEX-5 binding	ZTA DNA inh	GLD-1 TGE inh
CCOc1ccc(N(C(C)C(=O)N2CCCCCC2)S(C)(=O)=O)cc1 (stereo not drawn)	6	4	-1	0.0	-4	100	0.0	-6	4
CC1(c2ccc(Cl)cc2)NC(=O)N(CC(=O)NCc2ccc(F)cc2)C1=O (stereo not drawn)	-6	-2	3	-0.3	-8	133	2.9	3	3
CSc1nc(Oc2ccc(F)cc2)c2ccccc2n1	3	2	3	0.0	0	92	0.6	-11	6
CCn1cnc2c1c(=O)n(CC(=O)NCC(F)(F)F)c(=O)n2Cc1ccccc1	-5	-8	2	0.1	0	93	3.4	-5	3
Cc1cccc(N2CCN(C(=O)c3nn(C)c4c3CS(=O)(=O)c3ccccc3-4)CC2C)c1 (stereo not drawn)	1	2	4	0.3	-3	118	0.2	6	-2
NC(=O)CSc1nnnn1-c1cccc(Cl)c1	3	1	4	-0.1	1	106	-2.7	3	5
O=C(COC(=O)CN1C(=O)NC2(CCCC2)C1=O)Nc1ccc(C(F)(F)F)cc1[N+](=O)[O-]	-10	-10	3	-0.1	-2	128	2.0	-3	11
COc1ccc(C(=O)OCC(=O)c2ccc(CNC(C)=O)s2)cc1	-18	-12	/	0.1	/	105	/	11	3

Remaining list, next part:
Compound	MCL1-BIM inh	Bcl-xL primary	Fam108B inh	Efflux pump mplx	EBNA-1 inhibitor	Yeast superoxide	MEX-5 binding	ZTA DNA inh	GLD-1 TGE inh
CC(C)OCCCn1c(=N)c(C(N)=S)cc2c(=O)n3ccccc3nc21	82*	83*	-1	0.1	-7	99	-18	-9	11
COc1ccc(S(=O)(=O)N2CCCC2C(=O)Nc2nccs2)cc1 (stereo not drawn)	-6	5	1	-0.1	-2	103	0.2	-11	-1
COc1cc(SC)ccc1C(=O)Nc1cc(C)c(OCC(=O)N2CCOCC2)c(C)c1	-5	2	-6	0.2	6	124	2.3	2	4
COc1ccccc1C(=O)COC(=O)c1cc(S(=O)(=O)N2CCCCC2)ccc1N1CCOCC1	-2	1	3	0.1	-8	109	-0.6	7	-3
Cc1cc(=O)n2nc(N3CCCC(C(=O)NC(C)c4ccccc4)C3)sc2n1 (stereo not drawn)	1	-2	-5	-0.1	1	98	1.0	2	-2
COc1cccc(-n2c(C)nc3c(cnn3-c3ccc(Cl)cc3)c2=O)c1	-2	0	-1	0.0	-4	105	-1.0	-14	4
CCCCNC(=O)CSc1nnc(-c2c[nH]c3ccccc23)n1CC1CCCO1 (stereo not drawn)	7	0	-1	0.1	0	97	-0.3	5	-1
O=C(CN1CCN(Cc2ccccc2)CC1)Nc1nc2ccccc2s1	6	6	1	-0.2	-1	92	0.3	-10	-2

(listing goes on)
Compound	MCL1-BIM inh	Bcl-xL primary	Fam108B inh	Efflux pump mplx	EBNA-1 inhibitor	Yeast superoxide	MEX-5 binding	ZTA DNA inh	GLD-1 TGE inh
CCOc1ccccc1Nc1nnc(SCC(=O)NC(Cc2c[nH]c3ccccc23)C(=O)O)s1 (stereo not drawn)	5	4	-1	0.1	5	94	-1.1	3	1
Cc1cccc(NC(=O)[C@@H]2CCCN2C(=O)OC(C)(C)C)c1C	3	7	0	0.2	1	118	4.1	11	2
Cc1ccc2c(c1)C(=O)C(=O)N2CCOc1ccccc1	2	3	0	-0.1	9	108	1.1	7	5
O=C(Oc1cc(=O)oc2ccccc12)c1cccnc1Cl	-1	1	-2	0.1	-4	106	-0.7	2	3

Screens (PubChem)
